Source: PubChem
Hsp70 inhibitors – Hsp70 inhibitors, probe displacement, primary screen, biochemical, fluorescence polarization (AID 583) | Heat shock 70 kDa protein 1A (Homo sapiens) | Hsp70 fluorescence polarization probe displacement, mP; higher % means a stronger effect | displacement, % at 20 µM; hits with a dose series show IC50 in µM | 140,000 tested, 0.06% active; in the data active = displacement above about 50%;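 note: plate controls were vehicle for no effect and reference ligand for full effect; a part of the inactive calls stands beside numbers as strong as those of hits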
MKP-3 inhibition – MKP-3 phosphatase inhibitors, primary screen, biochemical, rat enzyme, in vitro (AID 425); Dual specificity protein phosphatase 6 (Rattus norvegicus); recombinant MKP-3 phosphatase activity, fluorescence; higher % means a stronger effect; inhibition, % at 20 µM, or IC50 in µM where a hit was titrated; 110,000 tested, 0.17% active; in the data active = inhibition above about 50%;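 note: plate controls were vehicle for no effect and reference inhibitor for full effect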
Numbers without * were called inactive; nt = not tested or not shown. Only part of the results is shown, so the mix of outcomes need not match the whole.

SMILES	Hsp70 inhibitors	MKP-3 inhibition
Cc1ccc(C(c2nnnn2C2CCCCC2)N(C)C2CCCCC2)cc1 (centres undefined)	5.2%	nt
CC(C)(C)NC(=O)Cn1nnc(-c2ccc(Cl)cc2)n1	-3.3%	-11%
O=C(CS(=O)(=O)Cc1ccccc1)NCC1CCCO1 (centres undefined)	-0.4%	-7%
CCOc1ccccc1C(=O)Nc1ccc(N2CCOCC2)cc1	-1.4%	0%
COc1ccc(-n2ncc3c(NCCCn4ccnc4)ncnc32)cc1	4.1%	-4%
CC(C)COC(=O)c1ccc(NC(=O)C2C3CCC(C3)C2C(=O)O)cc1 (centres undefined)	1.3%	-8%
Cc1cc(NC(=O)CCC(=O)N(c2ccccc2)C(C(=O)NC2CCCCC2)c2cccs2)no1 (centres undefined)	-2.8%	nt
COc1ccc2[nH]c3c(c2c1)CCC/C3=N\N	3.2%	1%
CCN(CC)c1ccc(/C=C(\C#N)C(=O)NC)cc1	-21%	2%
O=C(NCCO)c1scc2c1OCCO2	-1.4%	0%
O=C(Nc1ccccc1)C1CC(=O)N(c2ccccc2)C1 (centres undefined)	1.8%	3%
CCOc1ccccc1C1C(C#N)=C(N)SC(N)=C1C#N	-1.4%	-8%
CC(C)(C)n1nc2c(c1NC(=O)c1ccc(Br)cc1)CS(=O)C2 (centres undefined)	-3.3%	-2%
CCOC(=O)c1ccc(N2C(=O)C3CC=CCC3C2=O)cc1 (centres undefined)	0.9%	-6%
CC(C)(C)c1ccc(CN(Cc2ccco2)Cc2nnnn2C2CCCC2)cc1	1.3%	nt
CCn1c(CC(=O)Nc2ccc(C)cc2)nnc1SCC(=O)NCCc1ccccc1	5.2%	nt
COc1cc(/C=N/NC(=O)Cn2nc([N+](=O)[O-])cc2C)cc(Br)c1OCc1ccccc1	4.5%	nt
NC(=O)C(c1ccc(Cl)cc1)c1ccc(Sc2ccc(Cl)cc2)nn1 (centres undefined)	1.2%	nt
Cc1sc(NC(=O)CSc2ncn(-c3ccccc3)n2)nc1-c1ccccc1	1.1%	nt
O=C(CC(Nc1ccc2ncccc2c1)c1ccccc1)c1ccccc1 (centres undefined)	0.3%	2%
CCOc1ccc(S(=O)(=O)N2CCSC2c2ccc3c4c(cccc24)CC3)cc1 (centres undefined)	-3.1%	3%
CCNC(=S)Nc1sc2c(c1C(=O)OCC)CCC2	-4.6%	0%
CCOC(=O)c1c(NC(=O)c2ccc(OC)cc2)sc(C(=O)Nc2ccccc2C(F)(F)F)c1C	0.9%	2%
COC(=O)c1sc(S(=O)(=O)N2CCN(c3ccc(OC)cc3)CC2)c(C(=O)OC)c1C	-2.7%	nt
COc1cccc(-c2nnc(Nc3nc4c(F)cccc4s3)o2)c1	1.3%	nt
Clc1ccc(OCCCN2CCCCC2)cc1	-8.1%	-1%
COc1ccccc1-c1nnc2sc(COc3ccc(Cl)cc3Cl)nn12	3.4%	-14%
COCCN(C(=O)Nc1ccc(OC)cc1OC)C1CCN(C(C)C)CC1	6.1%	-4%
CCOC(=O)N1CCN(Cc2nc3c(c(=O)n(C)c(=O)n3C)n2CCCc2ccccc2)CC1	5.6%	1%
O=C(NCC1CCS(=O)(=O)C1)NCC1CCS(=O)(=O)C1 (centres undefined)	-1.0%	1%
COc1cc(C(=O)Nc2ccc(NC(=O)C3CC3)nc2)cc(OC)c1OC	3.9%	-7%
CC1(C)CC(=O)C2=C(C1)Nc1ncnn1C2c1ccccn1 (centres undefined)	5.6%	5%
Cc1cc(NC(=O)c2cc(-c3ccco3)on2)n(-c2ccccc2)n1	-3.2%	-3%
COc1cc(/C=C2\SC(=S)N(Cc3ccccc3)C2=O)cc(Br)c1O	-62%	-1%
Cc1ccc(C(C(=O)NCc2ccco2)N(CCc2ccccc2)C(=O)Cn2nnc3ccccc32)o1 (centres undefined)	1.7%	-10%
CCn1c(SCCOc2ccc(Cl)cc2)nnc1-c1cccs1	6.8%	8%
CCOc1ccc(N2C(=O)CC(NCc3ccc(Cl)cc3Cl)C2=O)cc1 (centres undefined)	2.0%	5%
COc1ccc(NC(=O)C2=C(C)NC(=S)NC2c2ccccc2F)cc1 (centres undefined)	2.7%	4%
CCCCNC(=O)c1ccccc1NC(=O)c1ccccc1N(C)S(C)(=O)=O	-0.8%	-2%
COc1ccc(OC)c(N=Cc2c(O)n(-c3ccccc3Cl)c(=O)[nH]c2=O)c1	-6.6%	-2%

Quoted at random: 5 entries already listed, in no set order.
SMILES	Hsp70 inhibitors	MKP-3 inhibition
Cc1cc(NC(=O)c2cc(-c3ccco3)on2)n(-c2ccccc2)n1	-3.2%	-3%
COc1cc(C(=O)Nc2ccc(NC(=O)C3CC3)nc2)cc(OC)c1OC	3.9%	-7%
Cc1ccc(C(C(=O)NCc2ccco2)N(CCc2ccccc2)C(=O)Cn2nnc3ccccc32)o1 (centres undefined)	1.7%	-10%
CCn1c(SCCOc2ccc(Cl)cc2)nnc1-c1cccs1	6.8%	8%
COc1ccc(NC(=O)C2=C(C)NC(=S)NC2c2ccccc2F)cc1 (centres undefined)	2.7%	4%

New compounds follow:
SMILES	Hsp70 inhibitors	MKP-3 inhibition
Cc1cccc(N2CCN(C(c3cccs3)c3nnnn3C(C)(C)C)CC2)c1C (centres undefined)	3.4%	5%
O=C(Nc1ccc(Oc2ccccc2)cc1)C1CCN(c2c3c(nc4ncnn24)CCC3)CC1	-5.2%	nt
CCCCOc1ccc(CSc2n[nH]c(C)n2)cc1	3.6%	-13%
CC(C)C12CN3CC(C(C)C)(CN(C1)C3c1ccc(O)cc1O)C2=O (centres undefined)	2.1%	0%
CC1=C(C(=O)Nc2ccccc2C)C(c2ccc(F)cc2)NC(=O)N1 (centres undefined)	1.0%	2%
O=C(NCc1ccccn1)c1cn(CCc2ccccc2)nn1	3.8%	-15%
CCCN1Cc2cccc(C(N)=O)c2C1=O	-4.7%	9%
Cc1nc(N)[nH]c(=O)c1CCC(=O)OCC(C)C	1.9%	5%
O=c1[nH]c(=O)n(-c2ccccc2Cl)c(O)c1C=Nc1ccc2c(c1)OCO2	9.4%	-3%
CC(=O)C1=C(O)C(=O)N(CCN(C)C)C1c1cccc([N+](=O)[O-])c1 (centres undefined)	-0.1%	2%
CCC(C)[C@H](NC(=O)N1CCCC1)C(=O)O (some centres undefined)	-0.4%	-8%
C=CCn1c(=O)c(C(=O)NCCNCC)c(O)c2ccccc21	0.5%	3%
CCC(=O)N1c2ccccc2[C@@H](N(C(C)=O)c2ccccc2)C[C@H]1C	-5.8%	-4%
CC1=C(C(=O)OCc2ccc3c(c2)OCO3)C(c2ccccc2)NC(=O)N1 (centres undefined)	2.2%	-3%
Cn1c(SC/C=C/c2ccccc2)nnc1-c1cnccn1	-2.1%	-5%
NC(=O)C1CCN(c2nc(-c3ccccc3)nc3c2oc2ccccc23)CC1	-5.9%	-8%
CN1C(=O)CSC1=NC12CC3CC(CC(C3)C1)C2	-0.9%	nt
O=C(CCn1c(=O)c2sccc2n(Cc2cc(=O)n3ccccc3n2)c1=O)NCc1ccco1	0.4%	0%
Cc1ccc2sc(-c3ccc(NCc4ccc5c(c4)OCO5)cc3)nc2c1	0.0%	3%
COc1c(Cl)cc(C(=O)Nc2c(C)cccc2C)cc1Cl	-0.6%	3%
Cc1cc(F)c(F)cc1C(=O)n1nnc2ccccc21	-1.7%	4%
Cc1nc(-c2cccc(-c3noc(C)n3)c2)no1	-1.5%	-6%
CSC(=O)CC(=O)NC(=O)c1ccccc1	-3.0%	-7%
COc1ccccc1N1C(=O)C2CC=CC(C)C2C1=O (centres undefined)	-2.4%	-14%
COC(=O)[C@H](CCSC)NC(=O)NCc1cccs1	2.0%	-13%
COc1cccc(/C=C2/SC(=O)N(CNc3ccc(I)cc3)C2=O)c1	5.8%	3%
CCCCCn1c(CN2CCN(C(=O)OCC)CC2)nc2c1c(=O)n(C)c(=O)n2C	-2.1%	nt
Nc1ccc[n+](Cc2ccccn2)c1	-2.8%	-7%
O=C(COC(=O)C1(c2ccc(F)cc2)CCCC1)N1CCOCC1	1.3%	-3%
Cn1nc(C(=O)OCCN2C(=O)c3ccccc3C2=O)c2ccccc2c1=O	5.3%	-6%
CCOc1ccccc1Oc1c(C)oc2cc(OC(=O)c3ccco3)ccc2c1=O	-9.8%	nt
CN1C(=S)N(c2ccccc2)C(C)(O)CC1(C)C (centres undefined)	-2.3%	0%
CCCNC(=O)CC12CC3CC(C1)CC(CC(=O)NCCC)(C3)C2	3.8%	-2%
COCCOC(=O)c1ccc(NC(=O)c2ccc(Cl)cc2)cc1	5.7%	-1%
COC(=O)c1cc(NC(=O)/C=C/c2ccc(F)cc2)cc(C(=O)OC)c1	1.8%	1%
CCOC(=O)c1ccc(NC(=O)/C(=C/c2ccccc2)c2ccccc2)cc1	0.2%	2%
O=S(=O)(NCCc1cn2ccccc2n1)c1ccc(F)c(C(F)(F)F)c1	4.6%	-7%
CCn1cc(C2=NOC(C(=O)O)C2)c(C)n1 (centres undefined)	-6.2%	5%
COc1ccc(S(=O)NC2CCCCC2)c(OC)c1C (centres undefined)	3.1%	nt
c1ccc2c(c1)CCCC2NC1=NCCC1 (centres undefined)	-0.6%	-10%

7 compounds out of the list, arranged by SMILES length, largest number first.
SMILES	Hsp70 inhibitors	MKP-3 inhibition
COC(=O)c1cc(NC(=O)/C=C/c2ccc(F)cc2)cc(C(=O)OC)c1	1.8%	1%
O=S(=O)(NCCc1cn2ccccc2n1)c1ccc(F)c(C(F)(F)F)c1	4.6%	-7%
CCCNC(=O)CC12CC3CC(C1)CC(CC(=O)NCCC)(C3)C2	3.8%	-2%
COCCOC(=O)c1ccc(NC(=O)c2ccc(Cl)cc2)cc1	5.7%	-1%
CN1C(=S)N(c2ccccc2)C(C)(O)CC1(C)C (centres undefined)	-2.3%	0%
CCn1cc(C2=NOC(C(=O)O)C2)c(C)n1 (centres undefined)	-6.2%	5%
c1ccc2c(c1)CCCC2NC1=NCCC1 (centres undefined)	-0.6%	-10%

Further entries
SMILES	Hsp70 inhibitors	MKP-3 inhibition
Cc1noc(COc2ccccc2OCC(O)CNC(C)(C)C)n1 (centres undefined)	-4.7%	-3%
CC1CCN(C(=O)CCCOc2ccc(Cl)cc2Cl)CC1	-1.6%	-2%
CC(=O)Oc1ccc(N2C(=O)C3C4C=CC(O4)C3C2=O)cc1 (centres undefined)	-0.8%	1%
CC12CN3CC(C)(CN(C1)C3c1ccc(Br)cc1)C2 (centres undefined)	2.0%	1%
c1ccc(COn2c(-c3ccccc3)nc3c2CCc2nonc2-3)cc1	1.8%	-4%
O=C(NC1CCN(Cc2nnnn2CCc2ccccc2)CC1)c1ccccc1F	-1.5%	-1%
CCCc1cc(=O)oc2cc3oc(C)c(C)c3cc12	0.2%	0%
CN(CC(O)CN)CC(O)CN1CCCCC1 (centres undefined)	-4.1%	nt
Cc1ccc(C(=O)Nc2ccc(S(=O)(=O)N3CCCC3)cc2)cc1	1.4%	1%
COc1ccc(CSc2nc3sc4c(c3c(=O)n2Cc2ccccc2)CC(C)(C)OC4)cc1	0.1%	1%
O=C1C2C3C=CC(C3=C3C4CC5CC(C4)CC3C5)C2C(=O)N1c1cc(Cl)cc(Cl)c1 (centres undefined)	-0.5%	2%
COc1ccc(-c2onc3ccc(Cl)cc23)cc1OC	3.1%	4%
Cc1ccc(N2C(=O)c3ccc(C(=O)O)cc3C2=O)c(C)c1	0.7%	1%
COc1cc(-c2noc(-c3ccccc3C(=O)NCc3ccco3)n2)cc(OC)c1OC	-2.1%	-2%
COc1ccc(C(=O)Nc2cc(C)ccc2O)cc1	-0.9%	2%
COc1ccc(C2CC(=O)C3=C(C2)Nc2ccccc2NC3c2ccc(OC)c(Br)c2)cc1 (centres undefined)	1.7%	0%
COc1ccccc1C1SCCN1S(=O)(=O)c1ccc2ccccc2c1 (centres undefined)	2.1%	1%
CCS(=O)(=O)N1CCCC(C(=O)NCCc2ccc(C)cc2)C1 (centres undefined)	14%	nt
COc1ccc(C(=O)Nc2ccccc2C(=O)NCc2ccco2)cc1OC	2.2%	-13%
Cn1c(SCc2nc(-c3ccc(Cl)cc3)no2)nnc1-c1cccs1	7.2%	nt

Shown with two lines to a compound: entries from further up
Every second line gives: Hsp70 inhibitors, MKP-3 inhibition
COc1ccc(C(=O)Nc2ccccc2C(=O)NCc2ccco2)cc1OC
 : 2.2%, -13%
Cn1c(SCc2nc(-c3ccc(Cl)cc3)no2)nnc1-c1cccs1
 : 7.2%, nt

Following part.
SMILES	Hsp70 inhibitors	MKP-3 inhibition
CC1(C)Cc2c(c(-c3ccco3)nc3n[nH]c(N)c23)CO1	6.1%	-4%
CC(C)(C)C(=O)/C=C(/O)C(=O)NCc1ccccc1	0.2%	5%
COC(=O)C1=C(C)NC2=C(C(=O)c3ccccc32)C1c1ccc(OCc2ccc([N+](=O)[O-])cc2)c(Cl)c1 (centres undefined)	-0.8%	0%
Cc1cc(=O)oc(C)c1C(=O)Nc1ccc2ncccc2c1	21%	nt
CCC1=NN(C(=O)CCc2ccccc2)C(O)(c2ccncc2)C1 (centres undefined)	2.2%	2%
c1ccc(CCNc2ccc3nncn3n2)cc1	2.2%	3%
O=C(NC(=O)c1ccccc1)NC(=O)c1ccccc1	1.5%	nt
O=C(Cn1nnc(-c2ccccc2Cl)n1)N1CCN(S(=O)(=O)c2ccc(Cl)cc2)CC1	-1.3%	-1%
O=C(CN(c1cccc(C(F)(F)F)c1)S(=O)(=O)c1ccccc1)N1CCOCC1	5.0%	-11%
Cc1ccc(-c2csc(=S)n2CC(=O)OCC(=O)NC(C)C(C)C)cc1 (centres undefined)	0.6%	nt
CC(=O)Nc1ccc2c(c1)n(C)c(=O)n2C	-0.6%	-9%
Cc1ccc(NC(=O)Cn2nc(C)c3ccccc3c2=O)cc1	1.8%	-4%
CCCCC(=O)Nc1ccc2oc(-c3cccnc3)nc2c1	-4.6%	-8%
